USP1 inh: Inhibitors of USP1/UAF1: Primary Screen; Potency, µM (doses to about 57.1 µM), for the others: top-dose activity change, negative = inhibition, usual class: inhibitors; recombinant USP1/UAF1, Ub-Rhodamine cleavage fluorescence; Ubiquitin carboxyl-terminal hydrolase 1 (Homo sapiens), O94782; hit rate 0.23% among 390,000; further: on the % scale 0 is the no-effect control and ±100 the full control effect; nearly all actives have a fitted effect of over 60% in size; inactives centre near -12
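USP1/UAF1 complex (1 nM) preincubated 15 min at room temperature with compound, then Ub-Rho substrate (150 nM final) added. Kinetic fluorescence at 480/540 nm over 6 reads at 60 s intervals; 50 mM HEPES pH 7.8, 0.5 mM EDTA, 0.1 mg/ml BSA, 1 mM TCEP, 0.01% Tween-20.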
Vif-A3F inh: qHTS for Inhibitors of Vif-A3F Interactions: qHTS; HeLa A3F-eYFP + Vif (tagged APOBEC3F with the HIV-1 protein that degrades it), YFP fluorescence increase; Potency, µM (doses to about 46.1 µM), for the others: at the highest dose activity, negative = active; hit rate 0.2% among 390,000; further: % of control where 0% means no effect; nearly all actives have a fitted effect of over 65% in size
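Fluorescence increase (Ex 488/Em 500-530) after overnight compound treatment at 37 deg C flags inhibition of Vif-driven A3F-eYFP loss in stable HeLa A3F-eYFP/Vif cells seeded overnight beforehand.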
12-LOX inh: Primary qHTS assay for inhibitors of human arachidonate 12S-lipoxygenase (ALOX12): Round 2; hit rate 1.1% among 580,000; purified 12hLO, xylenol orange hydroperoxide absorbance; AID 1671190, 2021; Potency, µM (doses to about 108 µM), for inactives: top-dose activity change, negative = inhibition, usual class: inhibitors; further: on the % scale 0 is the no-effect control and ±100 the full control effect
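Purified human 12hLO at 150 nM in 25 mM Hepes, 0.01% Triton X-100, pH 7.0, preincubated 15 min at room temperature with compound. Reaction started with 40 uM arachidonic acid, 30 min at room temperature. Hydroperoxide measured by Fe-xylenol orange, 573/405 nm absorbance ratio.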
RXFP1 agonist: qHTS Assay for Agonists of the Relaxin Receptor RXFP1. HEK293T-RXFP1 cAMP TR-FRET, 30 min; response scale: percent of porcine relaxin response, buffer zero. Potency, µM (titrated, usually from 57.5 µM), for the others: at the top dose activation, most hits filed as activators. hit rate 0.3% among 370,000. AID 2676, 2010; further: on the % scale 0 is the no-effect control and ±100 the full control effect; nearly all actives have a fitted effect of over 60% in size; many of its hits are not listed in these tables
Target sequence (Q9HBX9 whole entry, looked up): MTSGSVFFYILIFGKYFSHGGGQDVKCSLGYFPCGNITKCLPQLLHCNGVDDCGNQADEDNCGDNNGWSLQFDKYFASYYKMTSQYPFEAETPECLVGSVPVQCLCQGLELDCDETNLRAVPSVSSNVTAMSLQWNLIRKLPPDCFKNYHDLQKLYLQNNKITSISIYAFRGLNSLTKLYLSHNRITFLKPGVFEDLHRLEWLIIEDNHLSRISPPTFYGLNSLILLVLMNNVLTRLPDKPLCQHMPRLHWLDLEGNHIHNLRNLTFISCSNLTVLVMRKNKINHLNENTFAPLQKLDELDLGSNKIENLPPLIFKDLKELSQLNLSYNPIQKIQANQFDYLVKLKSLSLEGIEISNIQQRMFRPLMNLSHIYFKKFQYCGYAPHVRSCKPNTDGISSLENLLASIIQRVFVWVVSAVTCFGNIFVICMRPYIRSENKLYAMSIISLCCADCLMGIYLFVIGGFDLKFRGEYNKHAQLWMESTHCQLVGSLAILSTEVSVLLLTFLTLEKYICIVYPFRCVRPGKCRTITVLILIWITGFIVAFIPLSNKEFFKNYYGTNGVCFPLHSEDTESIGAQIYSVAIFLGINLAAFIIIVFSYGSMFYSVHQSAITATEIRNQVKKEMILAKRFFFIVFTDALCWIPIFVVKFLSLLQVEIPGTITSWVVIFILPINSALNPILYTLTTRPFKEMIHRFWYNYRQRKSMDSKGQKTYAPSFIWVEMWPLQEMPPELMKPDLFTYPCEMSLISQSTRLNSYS
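HEK293T cells stably expressing RXFP1 were pretreated with the PDE4 inhibitor Ro 20174, exposed to compounds for 30 min at 37C, lysed, and cAMP was read by TR-FRET. Data normalized to buffer (basal) and 29 nM porcine relaxin (100%).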
TrxR1 inh: qHTS Assay for Inhibitors of Mammalian Selenoprotein Thioredoxin Reductase 1 (TrxR1): qHTS. Potency, µM (series often up to 114 µM), inactives show at the top dose activity change, negative = inhibition, actives largely listed as inhibitors. AID 588453, 2011. Thioredoxin reductase 1, cytoplasmic (Rattus norvegicus), O89049. recombinant rTrxR1, NADPH fluorescence consumption, selenite substrate. hit rate 1% among 390,000; further: on the % scale 0 is the no-effect control and ±100 the full control effect; nearly all actives have a fitted effect of over 65% in size
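Rat TrxR1 (90 nM in the dispensed reagent) was pre-reduced with 400 uM NADPH for 5 min at room temperature, then incubated with compound for 15 min. After 400 uM selenite was added, NADPH fluorescence (Ex 340/Em 450 nm) was followed for 8 min.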
IDH1 R132H inh: qHTS for Inhibitors of mutant isocitrate dehydrogenase 1 (IDH1): qHTS | IDH1-R132H enzyme, NADPH consumption, diaphorase/resazurin fluorescence | hit rate 0.093% among 390,000 | Potency, µM (doses to about 76.6 µM), inactives show at the top dose activity change, negative = inhibition, most hits filed as inhibitors | AID 602179, 2012; further: on the % scale 0 is the no-effect control and ±100 the full control effect; nearly all actives have a fitted effect of over 65% in size
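IDH1-R132H (0.5 ug/mL) preincubated 30 min with compound, then NADPH (0.016 mM) and alpha-KG (2 mM) added; 80 min at RT, pH 7.5. Remaining NADPH coupled via diaphorase/resazurin to fluorescence (540/590 nm); concentration-response curves normalized to no-enzyme control.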
TrxR1 substrate: qHTS Assay for Substrates of Mammalian Selenoprotein Thioredoxin Reductase 1 (TrxR1): qHTS | Thioredoxin reductase 1, cytoplasmic (Rattus norvegicus), O89049 | purified TrxR1 substrate turnover, NADPH consumption readout | Potency, µM (series often up to 114 µM), inactives show top-dose activity change, negative = substrate turnover | hit rate 0.01% among 390,000; further: on the % scale 0 is the no-effect control and ±100 the full control effect; nearly all actives have a fitted effect of over 50% in size
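Rat TrxR1, dispensed at 90 nM, was prereduced with 400 uM NADPH (final) for 5 min at ~22 deg C, then incubated with compound 15 min before 400 uM selenite. A first-read NADPH fluorescence drop versus no-compound background flagged substrates.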
Vif-APOBEC3G blk: qHTS for Inhibitors of Vif-A3G Interactions: qHTS. DNA dC->dU-editing enzyme APOBEC-3G (Homo sapiens), Q9HC16. HeLa A3G-eYFP + Vif (tagged APOBEC3G with the HIV-1 protein that degrades it), YFP fluorescence, overnight. Potency, µM (doses to about 46.1 µM), for inactives: at the highest dose activity, negative = active, actives largely listed as inhibitors. hit rate 0.076% among 410,000;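 further: on the % scale 0 is the no-effect control and ±100 the full control effect; nearly all actives have a fitted effect of over 60% in size; hits raise eYFP signal because A3G escapes Vif-driven loss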
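HeLa cells stably expressing Vif and C-terminally eYFP-tagged A3G, seeded overnight at 37 deg C, then exposed to compound by pintool overnight at 37 deg C. Rise in yellow fluorescence (Ex 488/Em 500-530, Acumen) marks blocked Vif-driven A3G degradation.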
RGS4 inhibitor: Inhibitors of Regulator of G Protein Signaling (RGS) 4: qHTS; Transcreener GDP fluorescence polarization, RGS4-accelerated GTP hydrolysis; Regulator of G-protein signaling 4 (Homo sapiens), P49798; hit rate 0.039% among 390,000; Potency, µM (top dose mostly 114 µM), for the others: top-dose activity change, negative = inhibition, actives largely listed as inhibitors; further: on the % scale 0 is the no-effect control and ±100 the full control effect; nearly all actives have a fitted effect of over 75% in size; some results filed as inactive show a strong effect at the top dose
Target sequence (P49798 whole entry, looked up): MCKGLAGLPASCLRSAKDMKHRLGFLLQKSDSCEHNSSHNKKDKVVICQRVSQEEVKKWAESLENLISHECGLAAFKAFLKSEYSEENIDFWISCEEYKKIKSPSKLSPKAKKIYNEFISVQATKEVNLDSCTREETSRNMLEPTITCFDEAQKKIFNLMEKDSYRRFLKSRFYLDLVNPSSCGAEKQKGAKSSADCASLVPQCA
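MLSMR compounds (23 nl, pin-transferred) preincubated 10 min at room temperature with a 500nM (2x) first reagent, then RGS4 at 900nM (2x) plus Transcreener GDP mix added; fluorescence polarization (620/688 nm) read before and after 90 min at 30 °C.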
Numbers without * were called inactive; ? = inconclusive; . = not tested or not shown; [ ] = another dose, or the depositor's remark. The call rests on the fitted dose curve; in most records, active means well fitted curve in the direction sought with a large enough effect; inconclusive means small, poorly fitted or top-dose-only effect, or another doubt; inactive means no such curve, though single readings can be large; an effect the other way counts as inactive or inconclusive. Potency means the concentration at half of the fitted maximal effect. Not all compounds are listed, so the mix of outcomes need not match the whole.

The line under a structure holds: USP1 inh	Vif-A3F inh	12-LOX inh	RXFP1 agonist	TrxR1 inh	IDH1 R132H inh	TrxR1 substrate	Vif-APOBEC3G blk	RGS4 inhibitor
> CCc1ccc2c(c1)cc(CN(Cc1ccco1)C(C)=O)c1nnnn12
 : -8%	-5%	-4%	0.7%	23%	-8%	4%	-23%	25%
> O=C(NCCCN1CCN(Cc2ccccc2Cl)CC1)Nc1ccccc1
 : -10%	7%	0%	6.0%	7%[57.1 µM]	3%	8%[57.1 µM]	-4%	16%
> COc1ccc(OC)c(NC(=O)CSC2=C(C#N)C(c3ccco3)C3=C(CCCC3=O)N2)c1 (stereo not given)
 : -14%	5%	28%	1.7%	10%[11.4 µM]	1%	1%[11.4 µM]	0%	-17%
> COc1ccc(OC)c(Nc2nc3ccc(C)cc3n3cnnc23)c1
 : -24%	?	?	0.4%	23%	0%	18%	-10%	-14%
> COc1cc(NC(=O)COC(=O)CNC(=O)C2CCCCC2)cc(OC)c1
 : -5%	-10%	-10%	1.1%	12%	1%	1%	0%	-27%
> CN(C)S(=O)(=O)c1ccc2c(c1)N(CC(=O)N1CCN(c3ccc(F)cc3)CC1)CCS2
 : -29%	1%	-15%	?	15%[57.1 µM]	7%	0%[57.1 µM]	-1%	-4%
> COCCN(C(=O)CSc1nc(N)cc(=O)[nH]1)c1c(N)n(Cc2ccccc2)c(=O)[nH]c1=O
 : -22%	0%	?	2.0%	16%[57.1 µM]	-7%	1%[57.1 µM]	-3%	-3%
> O=C(c1ccccc1-c1nc(-c2ccc(Cl)cc2)no1)N1CCCC1
 : -8%	-5%	1%[57.4 µM]	2.5%	8%	2%	-6%	-9%	-4%
> C=CCn1c(COc2ccc(CC)cc2)nnc1SCC(=O)N(C)C1CCS(=O)(=O)C1 (stereo not given)
 : -14%	0%	-29%	0.8%	-3%	1%	0%	5%	14%
> CCOC(=O)c1ccc(N2C(=O)CC(Sc3nc(C)cc(C)n3)C2=O)cc1 (stereo not given)
 : -21%	-3%	0%	6.2%	13%	-5%	4%	-4%	3%
> CC1CCCN(Cc2c(O)ccc3c(=O)c(Oc4ccccc4Cl)c(C(F)(F)F)oc23)C1 (stereo not given)
 : 6%	8%	-12%	2.7%	15%	0%	1%	-1%	-17%
> Nc1ccc(S(=O)(=O)Nc2nccc(/C=C/c3ccccc3F)n2)cc1
 : -14%	3%	-19%	0.6%	4%[57.1 µM]	7%	-3%[57.1 µM]	-15%	-10%
> COc1ccc2cc(C(=O)C3CCCN(C(=O)CSc4nnc(C)o4)C3)ccc2c1 (stereo not given)
 : -16%	22%	-12%	4.3%	5%	0%	201%[activator]	-1%	1%
> Cc1c(CCC(=O)O)c(=O)oc2cc3occ(-c4ccc(Br)cc4)c3cc12
 : ?	-3%	?	3.7%	-6%[57.1 µM]	-17%	4%[57.1 µM]	-1%	-5%
> O=C(/C=C\Nc1ccccn1)c1ccc(Cl)cc1
 : ?	-15%	14%	-2.8%	4%	11%	8%	0%	-17%
> Cc1ccc(NC(=O)C2(c3ccccc3)CCCC2)nc1
 : -22%	-6%	-10%	.	15%	-4%	8%	-7%	-30%
> CCN(CC)CCCNC(=O)N[C@@H](Cc1ccccc1)C(=O)O
 : -13%	-4%	-7%	-0.7%	-4%	0%	0%	0%	7%
> O=[N+]([O-])c1ccc(Nc2ccc(F)cc2)nc1
 : -3%	-18%	2%	1.9%	-11%	-4%	-12%	-1%	-6%
> O=C(CN1CCN(c2ncc(C(F)(F)F)cc2Cl)CC1)Nc1ccc2c(c1)OCO2
 : -6%	0%	13%	2.3%	9%	-1%	1%	1%	-2%
> CC(=O)c1ccc(N(C(=O)CNC(=O)c2ccco2)C(C(=O)NCC2CCCO2)c2ccccc2)cc1 (stereo not given)
 : 8%	-7%	?	0.0%	21%[11.4 µM]	-2%	7%[57.1 µM]	1%	9%
> Cc1ccc(C(=O)NC(C)c2nnc(SCC(=O)NC3CCCC3)n2C)cc1 (stereo not given)
 : -12%	5%	-4%	0.0%	9%	-3%	1%	0%	-12%
> CCCc1cc(=O)[nH]c(SCC(=O)N2CCc3ccccc32)n1
 : -17%	-18%	26%	.	24%	11%	3%	-1%	-20%
> CC(Sc1ccccc1)C(=O)NNC(=O)c1csc(N2CCOCC2)n1 (stereo not given)
 : -8%	-21%	8%	0.8%	31%	2%	9%	1%	5%
> COCCn1c(=NC(=O)C2COc3ccccc3O2)sc2cc(S(N)(=O)=O)ccc21 (stereo not given)
 : -6%	3%	-20%	15%	1%	3%	-2%	-11%	16%
> CCC(=O)c1cn(CC(=O)Nc2cccc(OC)c2)c2ccccc12
 : -10%	-5%	7%	19%	13%	-2%	2%	8%	10%
> CS(=O)(=O)Nc1cccc(C2=NN(S(C)(=O)=O)C(c3ccc4c(c3)OCO4)C2)c1 (stereo not given)
 : -8%	-16%	-14%	4.6%	-10%	-8%	-14%	?	24%
> CCN1C(=O)/C(=C/C=C2/Sc3ccc4ccccc4c3N2CCO)SC1=S
 : -7%	16%	-20%	3.4%	0%[57.1 µM]	-4%	3%[57.1 µM]	0%	-49%
> COc1ccc(NC(=O)c2c3c(nc4ccccc24)CCN(Cc2ccccc2)C3)c(OC)c1
 : -25%	6%	1%	-0.4%	12%	12%	-1%	7%	-41%[56.9 µM]
> Cc1ccc(N=C2NC(=O)C(CO)(CO)S2)cc1
 : -20%	0%	5%	2.3%	4%[57.1 µM]	3%	18%	-1%	-2%
> C=CCn1c(SCC(=O)Nc2sccc2C#N)nc2sc(C)c(C)c2c1=O
 : -14%	-5%	-5%	?	-4%	7%	-7%	1%	-23%
> COc1cc(/C=C/C(=O)Nc2cccc(S(=O)(=O)N3CCOCC3)c2)ccc1OCC#N
 : -13%	-15%	-4%	1.3%	2%	16%	-1%	2%	-16%
> COc1cc([N+](=O)[O-])ccc1N=Nc1c(N)[nH]n(-c2ccccc2)c1=O
 : -6%	-1%	-27%	0.5%	22%[57.1 µM]	9%	2%[57.1 µM]	0%	?
> COc1ccc(NC(=O)Nn2cnnc2)cc1OC
 : -4%	-9%	0%	-1.7%	25%	0%	1%	2%	8%
> Nc1ccc2c(=O)[nH][nH]c(=O)c2c1
 : -8%	0%	-6%	.	21%	0%	10%	0%	1%
> CC(=O)NCCc1nc2ccccc2n1CCOc1ccccc1
 : -29%	-9%	-2%	0.7%	18%	-12%	5%	-1%	12%[11.4 µM]
> Cc1ccc(C(C)C)c(OCC(=O)Nc2cccc(-c3nc4ncccc4o3)c2)c1
 : ?	0%	3%	4.3%	20%	-1%	6%	-11%	2%
> CC(=O)c1ccc(NC(=O)/C(C#N)=C/c2ccncc2)cc1
 : ?	-4%	?	1.1%	-15%	-9%	0%	0%	-10%
> COC(=O)Nc1cc(C(=O)c2ccc(Cl)cc2Cl)c[nH]1
 : -18%	-11%	.	-0.6%	-26%	3%	-7%	0%	?
> CC1CC1C(=O)N(C)CC(=O)Nc1ccccc1Br (stereo not given)
 : -16%	2%	8%	.	14%	-3%	2%	-2%	-20%
> Cc1cc([N+](=O)[O-])nn1CCCC(=O)NC(C)c1ccccc1 (stereo not given)
 : -5%	11%	6%	2.9%	1%[57.1 µM]	22%	7%[57.1 µM]	-1%	-10%
> C=CCSc1ncc(-c2ccccc2)cn1
 : ?	-3%	-11%	2.4%	13%[57.1 µM]	7%	-15%[57.1 µM]	1%	0%
> Cc1ccc(OS(=O)(=O)c2c(C)nn(C)c2Cl)c(C)c1
 : -14%	-3%	1%	0.4%	0%	21%	-10%	3%	-2%
> CCOc1ccc(C(=O)Nc2cc(-c3nc4ccccc4o3)ccc2C)cc1Cl
 : 11%	.	-13%	-1.1%	13%	.	4%	.	12%
> CN(C)S(=O)(=O)c1ccc(C(=O)NCc2nnc(SCC(=O)N3CCCC3)o2)cc1
 : -8%	4%	12%	-0.1%	14%	-2%	-1%	-1%	6%
> COC(=O)c1sc(N2C(=O)c3oc4ccccc4c(=O)c3C2c2cccs2)nc1C (stereo not given)
 : 3%	2%	?	5.4%	24%[57.1 µM]	7%	12%[57.1 µM]	0%	11%

Look-ups from above.
Nc1ccc2c(=O)[nH][nH]c(=O)c2c1 | 12-LOX inh: -6%
Cc1ccc(C(C)C)c(OCC(=O)Nc2cccc(-c3nc4ncccc4o3)c2)c1 | IDH1 R132H inh: -1%

Bioassay records as filed in PubChem BioAssay.
